# Autofluor 339: intrinsic fluorescence of library compounds, ex339/em460 – biochemical, MLSMR library, data from DPM-DC assay, artefact control, profiling panel | compound autofluorescence, ex339/em460 nm, NADH buffer; stronger effect = higher value; 1 = no-compound wells, NADH background | fluorescence fold increase at 10 µM | hit rate 5.5% among 65,000;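 active = at 10 µM, mean starting fluorescence two-fold or more over control wells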;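 note: signal is the first read of a kinetic run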
# PKA inh: PKA (human) kinase inhibition; P17612; PKA Kemptide phosphorylation, Kinase-Glo ATP luminescence; inhibition, % at 6 µM; hit rate 0.1% among 65,000;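 active = inhibition above the screen-wide mean inhibition plus 3 SD, cut at about 21% in these data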; note: many of its hits are not listed in these tables
# NADH enzymes: inhibition of NAD/NADH coupling enzymes, library profiling | coupled PK/LDH NADH assays, four targets | IC50, µM (titrated, usually from 10 µM), inactives show at the highest dose inhibition | hit rate 0.02% among 65,000 | AID 774;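 active = single-dose screening hits from any of four coupled enzyme assays that gave an IC50 when retested across doses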;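 note: the DPM-DC format reads NADH fluorescence rather than 340 nm absorbance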
# Abs 340nm: compound absorbs light at 340 nm. 65,000 tested, under 10 active. fold change at 10 µM. AID 708. compound absorbance at 340 nm, fold over control;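 active = at 10 µM dose, initial 340 nm absorbance at least 2 fold that of control wells; inactive = change under 2 fold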;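 note: initial absorbance extrapolated from kinetic A340 decline of NADH oxidation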
# ROCK2 blocker: ROCK2 (human) kinase inhibition; O75116; purified ROCK2, Kinase-Glo ATP depletion luminescence; inhibition, % at 6 µM; hit rate 0.35% among 60,000; AID 604;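 active = inhibition above the screen-wide mean inhibition plus 3 SD, cut at about 18% in these data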;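 note: plate controls were DMSO wells for no effect and Y-27632 control wells after no-enzyme background subtraction for full effect; many of its hits are not listed in these tables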
# JNK3 blocker: blocks human JNK3 kinase activity; purified JNK3 kinase activity, HTS; hit rate 0.61% among 60,000; inhibition, % at 8 µM; P53779; in the data active = inhibition above about 17%;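 note: 0% = DMSO and 100% = reference inhibitor; many of its hits are not listed in these tables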
# MMP13 inh: blocks human MMP13 activity. MMP-13 fTHP FRET cleavage, Mca fluorescence. hit rate 0.07% among 65,000. AID 570. P45452. inhibition, % at 4 µM;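 active = inhibition above the mean of compound-free control plate wells plus 3 SD, cut at about 14% in these data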;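 note: 0% = DMSO wells and 100% = wells with reference MMP-13 inhibitor after basal subtraction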
# HEK293 NFkB inh: lowers PMA/ionomycin-induced NF-kB signal in HEK293 cells. HEK-293 NF-kB luciferase reporter, luminescence. inhibition, % at 3 µM. hit rate 0.21% among 62,000;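 active = inhibition above the mean of all tested compounds plus 3 SD, cut at about 40% in these data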;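 note: 0% = stimulated DMSO wells and 100% = 10 µM reference inhibitor 5653914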
#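 Reagent: PMA plus ionomycin mix as NF-kB-activating stimulus. Assay system: NF-kB luciferase reporter HEK-293 cells. Technique: luminescence from luciferase substrate reagent. Incubation: 1 h compound pre-incubation, 16 h PMA/ionomycin at 37 °C. Benchmarks: DMSO only as uninhibited control, 10 µM reference inhibitor as full inhibition. Repeats: tested once.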
# Ecoli tolC: growth inhibitors of E. coli BW25113 tolC mutant; growth inhibition, % at 10 µM (by protocol); AID 573; OD615; hit rate 2.2% among 65,000;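 active = growth inhibition at or above a cutoff equal to the mean over every tested compound plus 3 SD, cut at about 60% in these data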;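 note: growth measured after 20 h incubation at 37 °C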
#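 Test system: tolC-deleted E. coli BW25113; medium: LB with kanamycin 50 µg/mL; compound: single-point testing at 10 µM; incubation: 20 h compound exposure of bacteria at 37 °C; signal: OD at 615 nm; evaluation: growth inhibition in percent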
# An asterisk follows results filed as active; · = not tested or not shown; [ ] = dose if it differs, or a comment. Not all compounds are listed. The share of hits here may be higher or lower than overall.
SMILES,Autofluor 339,PKA inh,NADH enzymes,Abs 340nm,ROCK2 blocker,JNK3 blocker,MMP13 inh,HEK293 NFkB inh,Ecoli tolC
CC(C)(C)OC(=O)N[C@@H](Cc1ccccc1)c1nnc(S(=O)(=O)Cc2ccccc2)o1,1.1,9,10%,1,4,0,2,5,3
CCOC(=O)c1c(N=CN(C)C)c(C#N)n2c1CCC2,1.1,6,6%,1,6,3,-1,10,-10
COC(=O)c1c(N)sc(C(=O)N2CCOCC2)c1C,1,10,5%,0.99,6,0,4,2,-14
CCOc1ccc(C2/C(=C(\O)c3c(C)[nH]c(C(=O)OC)c3C)C(=O)C(=O)N2CCN(C)C)cc1 (stereo unspecified),1,-4,8%,1.1,-1,2,-1,8,-19
CCOC(=O)N1CCN(C(=O)CSc2nnc(Cn3c(=O)sc4ccccc43)n2C)CC1,1.1,9,3%,1,1,-4,-2,6,-12
O=C(NCCCN1CCOCC1)c1c(F)cccc1F,1.1,9,2%,1,7,0,1,0,-8
Cc1ccc(-n2ncc3c(=O)[nH]c(SC(C)C)nc32)cc1,1.1,-7,0%,1,-3,4,4,15,3
CN(C(=O)CSc1ncccc1C(=O)O)c1ccccc1,1.1,10,5%,1,6,-2,4,18,1
O=C(c1ccco1)N1CCN(C(c2ccc(Cl)cc2)c2nnnn2CC2CCCO2)CC1 (stereo unspecified),1.1,-2,6%,1,-1,-1,0,3,3
Cc1ccc(C)c(N2CCN(CCCNC(=O)Cn3cc4c(n3)CCCCC4)CC2)c1,1,13,4%,0.99,3,7,0,11,33
O=S(=O)(NCc1ccco1)c1cccc(S(=O)(=O)N2CCCCC2)c1,1.1,1,5%,1,2,3,1,16,-5
CC(C)C(OC(=O)c1cc2occc2n1C)C(=O)NCc1ccc2c(c1)OCO2 (stereo unspecified),1.1,10,4%,0.96,3,-4,9,15,1
COc1ccc(CCN2CNc3c(c(=O)n(C)c(=O)n3C)C2)cc1,1.1,3,7%,1,-3,9,-2,12,-23
Cc1ccc(Nc2nc(N)nc(CN3CCN(Cc4ccc5c(c4)OCO5)CC3)n2)cc1,1,-1,2%,1,3,3,4,4,-2
CCOC(=O)CN(C(=O)CSc1nnc(-c2cccc(OC)c2)o1)c1ccc(F)cc1,1,-2,7%,1,-4,-1,2,7,13
N#Cc1nc(COc2ccc(Cl)cc2)oc1N1CCCCCC1,1.1,-10,1%,1,-7,-1,5,19,66*
O=C1CC(N(O)c2ccccc2)C(=O)N1c1cc(Cl)cc(Cl)c1 (stereo unspecified),1.1,6,6%,1,4,6,-4,8,2
CCN(CC)Cc1c(O)ccc2c(-c3ccccc3)cc(=O)oc12,2.1*,6,9%[fluoresces],1.1,2,-1,-8,10,13
Cc1cc(C)n(C(=O)CCCCCC(=O)n2nc(C)cc2C)n1,1,9,2%,0.99,6,6,-12,13,22
COc1ccc(Cl)cc1N=Cc1c(O)cc(C)oc1=O,1.1,6,0%,1.1,7,-3,-4,·,12
CCC(C(=O)Nc1ncccn1)(C(F)(F)F)C(F)(F)F,1.1,-3,1%,1,-9,3,-3,19,-1
Cc1cccn2c(=O)c3cc(C(=O)NCc4ccco4)c(=N)n(C(C)C)c3nc12,2.3*,3,6%[fluoresces],1,·,·,-329[fluorescence artefact?],21,0
CCOC(=O)c1cc(-c2ccc3c(c2)OCO3)nc2onc(C)c12,3.3*,10,4%[fluoresces],1,5,2,-29,-3,2
Cc1cccc(-n2c(CNC(=O)c3ccc(S(=O)(=O)N4CCCC4)cc3)n[nH]c2=S)c1,1,-5,3%,1,·,·,2,19,-13

# 2 of the compounds above, with each value named:
O=C(NCCCN1CCOCC1)c1c(F)cccc1F
- Autofluor 339 = 1.1
- PKA inh = 9
- NADH enzymes = 2%
- Abs 340nm = 1
- ROCK2 blocker = 7
- JNK3 blocker = 0
- MMP13 inh = 1
- HEK293 NFkB inh = 0
- Ecoli tolC = -8

COC(=O)c1c(N)sc(C(=O)N2CCOCC2)c1C
- Autofluor 339 = 1
- PKA inh = 10
- NADH enzymes = 5%
- Abs 340nm = 0.99
- ROCK2 blocker = 6
- JNK3 blocker = 0
- MMP13 inh = 4
- HEK293 NFkB inh = 2
- Ecoli tolC = -14

# Compounds above that contain an aryl methoxy group, in the order listed:
SMILES,Autofluor 339,PKA inh,NADH enzymes,Abs 340nm,ROCK2 blocker,JNK3 blocker,MMP13 inh,HEK293 NFkB inh,Ecoli tolC
COc1ccc(CCN2CNc3c(c(=O)n(C)c(=O)n3C)C2)cc1,1.1,3,7%,1,-3,9,-2,12,-23
CCOC(=O)CN(C(=O)CSc1nnc(-c2cccc(OC)c2)o1)c1ccc(F)cc1,1,-2,7%,1,-4,-1,2,7,13
COc1ccc(Cl)cc1N=Cc1c(O)cc(C)oc1=O,1.1,6,0%,1.1,7,-3,-4,·,12

# The results go on:
SMILES,Autofluor 339,PKA inh,NADH enzymes,Abs 340nm,ROCK2 blocker,JNK3 blocker,MMP13 inh,HEK293 NFkB inh,Ecoli tolC
COc1ccccc1-c1cc(C(=O)NCCN2CCOCC2)no1,1.3,-5,4%,1,-7,4,-7,17,-6
CCc1ccc(OCC(=O)N(C)CCC#N)c(Br)c1,1.1,10,3%,1.1,8,-2,5,-5,-16
CC1(C)CC(=O)C(C=NCCCO)=C(O)C1,1.1,6,0%,1,5,-4,-5,7,-13
c1ccc(Cn2c(SCCN3CCOCC3)nnc2-c2cccnc2)cc1,1.1,6,6%,1,-1,1,2,10,-6
CCCCOc1[nH]c2nc(-c3ccco3)n(Cc3ccco3)c(=N)c2c1C#N,1.5,7,11%,1.1,0,0,4,-4,78*
O=C1CCCC2=C1C(c1cccs1)n1ncnc1N2 (stereo unspecified),1.3,10,5%,1.1,2,-4,1,11,-11
COC(=O)CCP(=O)(O)Cc1ccccc1CP(=O)(O)CCC(=O)OC,1.1,7,7%,1,3,-3,6,14,1
O=C(CSc1ncnc2nc[nH]c12)N1CCN(c2ccccc2)CC1,1.2,4,3%,0.98,5,1,4,8,-17
CC(C)N(CCNC(=O)C1CCN(S(=O)(=O)N2CCOCC2)CC1)Cc1ccccc1,1.1,5,4%,0.98,4,-3,1,8,-7
N#Cc1nc(-c2ccco2)oc1NCc1ccco1,2.4*,12,5%[fluoresces],1,5,-7,-74[fluorescence artefact?],20,9
Cc1nc2ccccc2c2oc(C(=O)NCC3COc4ccccc4O3)cc12 (stereo unspecified),1.1,5,2%,0.99,1,-5,3,6,39
COc1ccc(NC(=O)CSc2nnc(Cc3cccn3C)n2CCc2ccccc2)cc1OC,1.2,1,1%,0.99,4,-2,-4,20,30
CCOCCCNC(=O)C1CCCN(S(=O)(=O)CC)C1 (stereo unspecified),1.1,8,2%,1,2,-9,5,0,-7
CCOc1ccccc1C1CC(=O)NC2=C1C(=O)CCC2 (stereo unspecified),1.1,-2,3%,1.1,-4,-2,2,20,-26
Cc1ccc2nc(SCC(=O)NCC3CCCO3)c(C#N)cc2c1 (stereo unspecified),1.1,8,5%,1,2,-4,-4,18,-3
Cc1cccc2cc(CN(Cc3ccc(F)cc3)C(=O)N(C)C)c3nnnn3c12,1,0,5%,1,·,·,-1,1,3
COc1ccc(CCNCc2csc3nc4ccccc4n23)cc1OC,1.1,11,2%,0.98,4,2,2,19,9
Cc1cc(C)cc(-c2nc(-c3ccncc3)no2)c1,1.1,-2,3%,1,-4,-12,2,5,5
CC(=O)c1ccc(OCC(C)C)c(CC(C(N)=O)C(N)=O)c1,1,11,7%,1,5,0,0,8,-7
N#CCSc1nc(N)c(C#N)c(C2CCCCC2)c1C#N,1.3,6,1%,1,3,-1,-2,5,24
O=C(Nc1ccc(N2CCN(C(=O)c3ccc(Cl)cc3)CC2)cc1)c1ccc(Br)o1,1,-3,5%,1.1,-6,-6,0,9,31
Cc1oc2ncnc(N)c2c1C,1.2,5,7%,0.98,3,9,0,5,-14
O=C1CC(N2CCC(c3nc4ccccc4o3)CC2)C(=O)N1c1ccc(Cl)cc1 (stereo unspecified),1.1,-2,4%,1,-2,-5,5,3,-8
Cc1occc1-c1nnc(SCC(=O)N2CCCc3ccccc32)n1Cc1ccco1,1,0,8%,0.98,3,-7,4,4,-1
c1ccc(Nc2n[nH]nc2-c2ccccc2)cc1,1.1,10,3%,1,5,3,-1,3,5
COc1ccc(NC(=O)C2CC(=O)NC(Nc3cccc(C)c3)=N2)cc1 (stereo unspecified),1.1,-6,8%,1,-3,-4,1,11,-10
C=Cn1nc(C)c2ccccc2c1=O,1,4,2%,1.1,1,10,-3,-6,2
CC1CN(c2nc3ccccc3nc2C(C#N)C(=O)NCc2ccc3c(c2)OCO3)CC(C)O1 (stereo unspecified),1,-2,2%,0.99,-1,3,4,7,6
CC(C)Cc1nc(N2CCN(C(=O)Cc3ccccc3)CC2)c(C#N)c2c1COC(C)(C)C2,1.3,3,3%,1,8,5,-5,·,5
NC(=O)C(F)(F)C12OC3C4C5CC(C6C5C3C61)C42 (stereo unspecified),1.1,-1,5%,1,2,0,-3,14,-11
CCn1c2ccccc2c2nnc(SCCCn3c(=O)[nH]c4ccccc43)nc21,1,12,5%,1.1,9,6,1,12,40
Cc1sc2nc(N)sc2c1C,1.1,-2,3%,1,-1,-5,2,6,1
O=C(NC(NC1CCS(=O)(=O)C1)C(=O)c1ccccc1)c1ccc(Cl)cc1 (stereo unspecified),1,11,2%,1.1,4,4,-3,11,-5
COc1ccccc1N1C(=O)c2ccccc2NC1c1ccncc1 (stereo unspecified),2.1*,6,3%[fluoresces],1,·,·,-19,11,6
COC(=O)c1cc(C(=O)OC)cc(N2C(=O)CC(N3CCN(c4ccccc4)CC3)C2=O)c1 (stereo unspecified),1.1,-4,2%,1,0,-3,-1,13,-2
COc1cccc(C2CC(C(F)(F)F)n3ncc(C(=O)O)c3N2)c1 (stereo unspecified),1.2,9,5%,1.1,6,9,-5,3,5
CCCc1nnc(NC(=O)c2cc(OC)cc(OC)c2)s1,1.1,8,6%,1,·,·,4,5,0
Cc1ccc(CNC(=O)CCS(=O)(=O)c2cccc3nonc23)cc1,1.1,-4,5%,1.1,·,·,1,10,0
Cc1c(C2N3CC4(C)CN2CC(C)(C3)C4=O)c2ccccc2n1C (stereo unspecified),1.1,15,2%,1,6,5,8,16,-14
Cc1cc(NS(=O)(=O)c2ccc(NC(=O)c3ccco3)cc2)no1,1.1,12,1%,1,3,-1,3,14,-9
O=C(Nc1ccc(N2C(=O)C3C4C=CC(C4)C3C2=O)cc1)Nc1nncs1 (stereo unspecified),1.1,3,2%,1,3,3,0,-6,13
CN1CCC(OC(=O)C23CCC(C)(C(=O)O2)C3(C)C)CC1 (stereo unspecified),1.1,10,5%,1,8,-8,0,3,-10
CC(CCc1ccccc1)C(=O)NO (stereo unspecified),1,-2,7%,1,4,3,0,20,-6
O=C(O)CCCNc1ccc(S(=O)(=O)Nc2ccccc2C(=O)O)cc1C(=O)O,1.6,0,4%,1.1,5,-2,-8,10,-3
Cc1cc(N/C(=N\S(=O)(=O)c2ccc(Cl)cc2)c2ccc(F)cc2)no1,1.1,-1,6%,0.99,1,1,1,20,4
COCCSc1ccccc1C(=O)N1CCCC1,1.1,2,2%,1,0,-6,1,17,-9
CC1=C(C(=O)NCCN2CCN(C)CC2)C2(CCC(C)CC2)OC1=O (stereo unspecified),1.2,-6,1%,1.1,-2,2,0,18,-2
CCCCCc1nnc(NC(=O)CS(=O)(=O)Cc2ccccc2)s1,1.1,1,3%,1,0,-3,2,3,14
